# Screening results deposited in PubChem BioAssay by The Scripps Research Institute Molecular Screening Center.
# hgDAF-12 ag = H. glycines DAF-12 receptor agonists, primary screen, cell-based, luminescence, HEK293, GAL4 fusion, UAS-luciferase | Nuclear hormone receptor DAF-12 (Heterodera glycines), GAL4 fusion | HEK293 GAL4-hgDAF12 UAS-luciferase reporter, agonist luminescence; normalized to butyrate control | activation, % at 6.8 µM | 1.8% of 370,000 active | AID 687014, 2013;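 active = activation above a cutoff set at the mean of all screened compounds plus 3 SD, cut at about 10% in these data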;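 note: 0% = DMSO wells and 100% = sodium butyrate wells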
# ADAM17 inh = ADAM17 inhibitors, primary screen, biochemical, QFRET; Disintegrin and metalloproteinase domain-containing protein 17 (Homo sapiens), P78536; recombinant ADAM17, EDANS/DABCYL FRET peptide cleavage; inhibition, % at 6.95 µM; 0.83% of 370,000 active; AID 720648, 2013;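 active = inhibition above the mean of compounds lying between control limits plus 3 SD, set per campaign, cut at about 8.5% in these data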;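 note: 0% = DMSO-only wells as the low control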
# Target sequence (P78536 215-824 limits assumed): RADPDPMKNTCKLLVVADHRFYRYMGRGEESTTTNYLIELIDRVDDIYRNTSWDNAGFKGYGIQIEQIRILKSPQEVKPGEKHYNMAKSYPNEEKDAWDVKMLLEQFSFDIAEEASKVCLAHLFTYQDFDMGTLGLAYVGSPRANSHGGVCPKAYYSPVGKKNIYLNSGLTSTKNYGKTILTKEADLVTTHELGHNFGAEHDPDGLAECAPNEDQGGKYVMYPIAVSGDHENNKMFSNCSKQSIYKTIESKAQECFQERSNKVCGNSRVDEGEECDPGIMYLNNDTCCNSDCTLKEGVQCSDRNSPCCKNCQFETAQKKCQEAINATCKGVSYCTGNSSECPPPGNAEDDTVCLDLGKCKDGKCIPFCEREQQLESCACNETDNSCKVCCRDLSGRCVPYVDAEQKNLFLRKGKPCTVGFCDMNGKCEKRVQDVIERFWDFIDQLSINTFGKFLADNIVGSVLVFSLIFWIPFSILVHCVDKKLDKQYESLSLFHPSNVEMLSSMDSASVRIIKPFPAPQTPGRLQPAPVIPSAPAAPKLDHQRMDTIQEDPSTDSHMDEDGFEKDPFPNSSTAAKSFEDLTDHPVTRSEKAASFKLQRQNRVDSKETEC
# FXN GAA850 act = FXN promoter activators, primary screen, cell-based, luciferase luminescence, HEK293 lucGAA850; HEK293 lucGAA850 FXN promoter luciferase reporter, 24 h; percent of 10 µM SAHA response; activation, % at 6 µM; 0.56% of 360,000 active;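 active = activation above the average of all compounds screened plus 3 SD, cutoff fixed separately per campaign, cut at about 7.5% in these data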;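 note: 0% = DMSO wells and 100% = 10 µM SAHA wells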
# hcDAF12 agonist = H. contortus DAF-12 nuclear receptor activators, primary screen, cell-based, luminescence, HEK293, lit1-tk-luc reporter; activation, % at 6.8 µM; HEK293 hcDAF-12 lit1-tk-luc reporter; 0% DMSO, 100% Δ7-dafachronic acid; AID 652067, 2013; 1.4% of 370,000 active;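 active = activation above the mean of all tested compounds plus 3 SD, cut at about 5.5% in these data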;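 note: 100% = response to 3 µM Δ7-dafachronic acid high control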
# DAX1 inh-1 = DAX1 (NR0B1) inhibitors, primary screen, cell-based, HEK293, Gal4-DAX1, luciferase luminescence; 0.99% of 340,000 active; AID 504766, 2011; HEK293 Gal4-DAX1 luciferase reporter; Nuclear receptor subfamily 0 group B member 1 (Homo sapiens), P51843; inhibition, % at 6.75 µM;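 active = inhibition above the mean over all tested compounds plus 3 SD, cut at about 4.2% in these data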;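 note: 0% = DAX1-transfected cells with DMSO and 100% = empty-vector control cells with DMSO; inhibition shows as a rise in luminescence from relieved DAX1 repression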
# sPLA2-III inh = human group III sPLA2 inhibitors, primary screen, biochemical, QFRET, BODIPY PC-A2 liposome substrate; Group 3 secretory phospholipase A2 (Homo sapiens), Q9NZ20; QFRET BODIPY PC-A2 liposome hydrolysis, fluorescence; inhibition, % at 12.2 µM; 0.56% of 370,000 active;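 active = inhibition above mean plus 3 SD of compounds lying within the high and low control bounds, cut at about 19% in these data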;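 note: 0% = median of test compound wells and 100% = no enzyme DMSO wells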
# Target sequence (Q9NZ20 whole entry, looked up): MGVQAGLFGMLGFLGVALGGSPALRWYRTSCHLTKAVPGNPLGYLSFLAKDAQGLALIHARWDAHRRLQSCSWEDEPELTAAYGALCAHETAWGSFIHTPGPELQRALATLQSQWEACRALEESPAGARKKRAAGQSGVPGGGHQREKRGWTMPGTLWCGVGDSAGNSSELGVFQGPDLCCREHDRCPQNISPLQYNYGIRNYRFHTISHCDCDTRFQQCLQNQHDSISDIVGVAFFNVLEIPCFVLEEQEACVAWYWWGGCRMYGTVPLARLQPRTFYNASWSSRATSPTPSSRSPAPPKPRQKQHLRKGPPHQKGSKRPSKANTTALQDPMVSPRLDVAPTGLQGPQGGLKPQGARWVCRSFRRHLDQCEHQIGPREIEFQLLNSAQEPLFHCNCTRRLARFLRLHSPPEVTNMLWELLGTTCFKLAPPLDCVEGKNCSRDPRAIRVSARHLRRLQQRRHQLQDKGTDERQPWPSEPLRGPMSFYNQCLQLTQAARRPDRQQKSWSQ
# DAX1 inh-2 = DAX1 (NR0B1) inhibitors on StAR promoter, primary screen, cell-based, luminescence, SF-1 (NR5A1), full-length DAX-1 | HEK293T StAR-luciferase reporter, SF-1/DAX-1 repression relief | inhibition, % at 6.8 µM | 1.1% of 370,000 active | AID 652010, 2013;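 active = inhibition above the mean over all tested compounds plus 3 SD, cut at about 3.6% in these data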;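 note: 0% = DAX-1 cells with DMSO and 100% = cells lacking DAX-1 with DMSO; higher inhibition means more luminescence from relief of DAX-1 repression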
# ssDAF12 agonist = S. stercoralis DAF-12 nuclear receptor activators, primary screen, cell-based, luminescence, HEK293, GRIP1 co-expression, lit1-tk-luc. 1% of 370,000 active. HEK293 ssDAF-12/GRIP1 lit1-tk-luc reporter; % of 3 µM dafachronic acid response. activation, % at 6.8 µM. Nuclear hormone receptor DAF-12 (Strongyloides stercoralis);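 active = activation above the mean over all tested compounds plus 3 SD, cut at about 0.9% in these data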;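 note: 0% = DMSO-only wells and 100% = 3 µM delta7-dafachronic acid wells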
# PLCg1 inh = PLC-gamma1 enzyme inhibitors, primary screen, biochemical, fluorescence, purified enzyme | 1-phosphatidylinositol 4,5-bisphosphate phosphodiesterase gamma-1 (Homo sapiens), P19174 | fluorogenic substrate | inhibition, % at 12.2 µM | 0.84% of 370,000 active | AID 720700, 2013; in the data active = inhibition above about 9.5%
# PLCb3 inh = human PLC-beta3 inhibitors, primary screen, biochemical, fluorescence | Purified PLC-beta3, fluorogenic substrate | 0.18% of 370,000 active | 1-phosphatidylinositol 4,5-bisphosphate phosphodiesterase beta-3 (Homo sapiens), Q01970 | AID 720704, 2013 | inhibition, % at 12.2 µM; in the data active = inhibition above about 11%;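 note: 0% = median of compound wells on plate and 100% = full blocker control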
# ADAM10 inh = human ADAM10 inhibitors, primary screen, biochemical, QFRET, HTS | Disintegrin and metalloproteinase domain-containing protein 10 (Homo sapiens), O14672 | recombinant ADAM10, EDANS/DABCYL FRET peptide cleavage, 3 h | inhibition, % at 7 µM | 0.62% of 370,000 active;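 active = inhibition above a per-campaign cutoff equal to the mean of compounds falling between control-based bounds plus 3 SD, cut at about 20% in these data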;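 note: 0% = DMSO wells while the 100% control is not disclosed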
# An asterisk follows results filed as active; i = inactive; . = not tested or not shown.
# Order of values: hgDAF-12 ag | ADAM17 inh | FXN GAA850 act | hcDAF12 agonist | DAX1 inh-1 | sPLA2-III inh | DAX1 inh-2 | ssDAF12 agonist | PLCg1 inh | PLCb3 inh | ADAM10 inh
(1) O=C(CN1C(=O)NC2(CCCCCC2)C1=O)Nc1ccc(Br)cc1Br
→ -3.5 | 4 | 0.9 | -2.8 | -1.2 | 5 | -0.5 | -2.0 | 3 | -1 | -9
(2) CCCCN(C(=O)COC(=O)C1(c2ccccc2)CC1)c1c(N)n(CCC)c(=O)[nH]c1=O
→ 1.5 | 0 | 0.1 | -0.4 | 1.1 | 2 | 0.4 | -0.7 | 6 | 8 | 2
(3) CCOc1ccc(CN2CCNC(=O)C2CC(=O)NCc2cc(C)n(C)n2)cc1 (configuration not stated)
→ -1.5 | -8 | 0.3 | -0.1 | 0.7 | 5 | -1.6 | -1.1 | -11 | -14 | -16
(4) O=C1CCC(=O)N1c1ccccc1
→ -0.1 | -1 | 0.3 | -0.2 | 2.2 | 5 | 0.2 | -0.8 | 1 | -4 | -4
(5) Cc1ccc(NC(=O)CC2(CC(=O)O)CCCC2)c(C)c1
→ 2.2 | -3 | 0.9 | -0.3 | 1.2 | -2 | -0.4 | -1.4 | -2 | -4 | 0
(6) COCCN(C(=O)COC(=O)Cc1ccc(Cl)cc1)c1c(N)n(Cc2ccccc2)c(=O)[nH]c1=O
→ 1.7 | -5 | -0.5 | -1.6 | 1.0 | 4 | 0.1 | -1.4 | 0 | -2 | -12
(7) COCCn1cnc2c1c(=O)n(CC#N)c(=O)n2Cc1ccccc1
→ -1.6 | -5 | -1.3 | 2.5 | 0.6 | 7 | -0.1 | -0.2 | 6 | -5 | -9
(8) O=C(Nc1ccc(O)cc1)c1ccc(NC(=O)c2ccco2)cc1
→ 2.4 | 0 | 1.2 | 1.2 | 0.4 | -4 | -0.1 | 0.0 | 3 | 4 | 2
(9) Cc1oc(-c2cccs2)nc1CN1CCC(C(=O)N2CCCC2)CC1
→ -0.2 | -2 | 4.3 | -0.3 | -1.0 | -1 | -0.6 | -0.8 | -8 | -12 | -16
(10) CCO[C@@H]1OC(C(=O)N2CCOCC2)=C[C@H](c2ccc(C(F)(F)F)cc2)[C@H]1CCCO
→ 0.5 | -4 | -1.8 | 2.3 | 1.1 | 10 | 0.3 | -0.7 | 1 | 1 | 5
(11) COc1cc2c(cc1OC)n(CC(=O)NC1CCCCCC1)n1c(C)cc(=O)nc21
→ 0.5 | -221 | 0.0 | -1.3 | 1.3 | 0 | 0.1 | -0.1 | -204 | -281 | i
(12) COc1ccc(CN(CC2CCC(C(=O)O)CC2)C(=S)Nc2ccccc2C)cc1 (configuration not stated)
→ 0.6 | -3 | 0.1 | 0.1 | 0.4 | 2 | 0.1 | -0.9 | 0 | 0 | 7
(13) Cc1cc(NC(=O)Nc2c[nH]c(=O)[nH]c2=O)ccc1Br
→ 0.9 | -4 | 1.7 | 0.3 | 1.2 | -8 | -0.5 | -0.7 | 4 | -6 | 3
(14) Cc1cc(C)c2c(N)c(C(=O)N/N=C/c3cccnc3)sc2n1
→ 3.6 | -6 | 0.6 | -1.0 | . | 1 | 0.4 | -0.8 | -49 | -74 | -13
(15) COc1cc(Cl)ccc1OCc1cc(C(=O)N2CCN(C)CC2)no1
→ -2.3 | -1 | -0.9 | 0.7 | 0.2 | 4 | 0.1 | -0.5 | 1 | -7 | 1
(16) CC(=O)c1ccc(C)cc1OC(=O)c1cccc(F)c1
→ 2.6 | -2 | 2.8 | 1.2 | -0.4 | -5 | 0.2 | 0.4 | 0 | -1 | -8
(17) Fc1cccc(-c2ncc(-c3ccccc3)o2)c1
→ 9.0 | -6 | 1.7 | 4.2 | 2.4 | -2 | 3.3 | -0.6 | -1 | -9 | -22
(18) Cn1ccnc1COc1ccc(/C=N/O)cc1
→ 7.0 | -2 | -0.1 | -0.1 | 1.3 | -3 | -0.1 | -0.3 | 2 | -6 | 5
(19) COc1ccc(/C=N/Nc2nc(C)nc(N)n2)cc1
→ 3.6 | -1 | 1.6 | -1.9 | 0.9 | -5 | 0.3 | -0.3 | 0 | -12 | 5
(20) COc1ccc(S(=O)(=O)N2CCCC2)cc1NC(=O)c1ccccc1
→ -0.1 | 1 | 2.5 | -1.0 | 1.9 | 6 | 0.0 | -0.6 | 2 | -1 | 12

# The results go on:
# Key to letters – A = hgDAF-12 ag; B = ADAM17 inh; C = FXN GAA850 act; D = hcDAF12 agonist; E = DAX1 inh-1; F = sPLA2-III inh; G = DAX1 inh-2; H = ssDAF12 agonist; I = PLCg1 inh; J = PLCb3 inh; K = ADAM10 inh
(21) COc1cc(/C=C2\SC(=O)N(c3ccccc3Cl)C2=O)cc([N+](=O)[O-])c1O
  A = 2.5; B = -2; C = 0.2; D = -1.5; E = 0.4; F = -2; G = 0.4; H = -1.2; I = 5; J = -6; K = 0

(22) COc1cccc(CC(=O)N2CCCC(CCC(=O)N3CCN(c4ccccn4)CC3)C2)c1 (configuration not stated)
  A = -2.4; B = -4; C = 4.0; D = -1.0; E = -1.2; F = 5; G = -0.7; H = -0.8; I = 3; J = 4; K = -16

(23) CCCCOc1ccc(C(=O)N2CCC(C)CC2)cc1
  A = 1.4; B = -6; C = -1.2; D = -0.6; E = -0.7; F = -4; G = -0.7; H = -1.1; I = 2; J = 2; K = -6

(24) CN(CC(=O)N1CCCCCC1)S(=O)(=O)c1ccc(Br)cc1
  A = -2.0; B = -2; C = 0.0; D = -1.0; E = -0.1; F = 2; G = 0.1; H = -0.8; I = 5; J = -3; K = -3

(25) CC1(C)CC(=O)C(=Cc2cn(CCC#N)nc2-c2ccc(F)cc2)C(=O)C1
  A = 1.7; B = 1; C = 2.4; D = 0.1; E = -0.3; F = -2; G = 0.4; H = -2.2; I = -3; J = -4; K = -7

(26) O=C(CCNS(=O)(=O)c1ccccc1)N1CCCC1
  A = 1.6; B = 1; C = -0.8; D = -0.4; E = 0.7; F = -3; G = 0.7; H = -1.3; I = 1; J = -1; K = -4

(27) CCCCc1ccc(NC(=O)C(C)CC)cc1 (configuration not stated)
  A = 4.8; B = 1; C = 3.2; D = -0.4; E = 4.4*; F = -3; G = 1.0; H = -2.1; I = 2; J = -1; K = -4

(28) CCOc1ccc(S(=O)(=O)Nc2ccc(O)c(Sc3ncn[nH]3)c2)cc1
  A = -2.0; B = 1; C = -2.1; D = -1.7; E = 0.8; F = -95; G = -0.2; H = -0.7; I = 4; J = 5; K = 12

(29) CC1(C)C(c2cccs2)=[N+]([O-])C2(CCCCC2=O)N1O (configuration not stated)
  A = -4.2; B = 3; C = -0.3; D = 0.0; E = 0.4; F = 8; G = 0.0; H = -1.1; I = 8; J = 6; K = 3

(30) Cc1noc(C)c1COc1ccccc1C(=O)NC1CCC(C)CC1 (configuration not stated)
  A = 0.9; B = 4; C = 1.3; D = -0.8; E = -0.1; F = 2; G = 0.6; H = -0.4; I = 0; J = -5; K = 0

# Continuation.
# Key to letters – A = hgDAF-12 ag; B = ADAM17 inh; C = FXN GAA850 act; D = hcDAF12 agonist; E = DAX1 inh-1; F = sPLA2-III inh; G = DAX1 inh-2; H = ssDAF12 agonist; I = PLCg1 inh; J = PLCb3 inh; K = ADAM10 inh
(31) CCN1CCN(CC(O)COc2cccc(OC)c2)CC1 (configuration not stated)
  A = 0.7; B = -5; C = 1.0; D = -1.7; E = 1.0; F = 7; G = -0.4; H = -1.0; I = 1; J = 0; K = 1

(32) CC1(Cc2ccc(F)c(Cl)c2)C(=O)Nc2c(Cl)cccc21 (configuration not stated)
  A = 7.2; B = 2; C = 7.4; D = 0.1; E = .; F = -5; G = -0.4; H = -0.4; I = 1; J = 0; K = 6

(33) Fc1ccc(-c2csc(N3CCC(c4ccccc4)C3)n2)cc1 (configuration not stated)
  A = 7.3; B = -5; C = 4.8; D = 1.4; E = 2.2; F = 6; G = 1.4; H = -0.8; I = 1; J = 1; K = -2

(34) O=C(CSc1ccc2nnc(-c3cccs3)n2n1)N1CCCC1
  A = -0.8; B = -2; C = -0.1; D = 0.3; E = -1.1; F = 0; G = -0.7; H = -0.2; I = -7; J = -13; K = 6

(35) NC(=S)N/N=C/c1ccc2ccccc2c1
  A = 1.7; B = 5; C = 4.3; D = -0.4; E = 0.1; F = 17; G = -0.1; H = -1.3; I = 0; J = 2; K = 5

(36) CCC(=O)N1CCn2c1nc1ccccc12
  A = 2.4; B = -6; C = 0.6; D = 1.0; E = 0.4; F = 5; G = -0.2; H = -1.5; I = 0; J = 0; K = 2

(37) CCc1ccc(CNC(=O)CCS(=O)(=O)Cc2ccccc2F)cc1
  A = 0.9; B = -3; C = -0.2; D = -1.2; E = -0.4; F = 0; G = -0.2; H = -0.7; I = 2; J = -7; K = -3

# Reformatted as tab-separated lines: part of the list above
cpd	SMILES	hgDAF-12 ag	ADAM17 inh	FXN GAA850 act	hcDAF12 agonist	DAX1 inh-1	sPLA2-III inh	DAX1 inh-2	ssDAF12 agonist	PLCg1 inh	PLCb3 inh	ADAM10 inh
31	CCN1CCN(CC(O)COc2cccc(OC)c2)CC1 (configuration not stated)	0.7	-5	1.0	-1.7	1.0	7	-0.4	-1.0	1	0	1
32	CC1(Cc2ccc(F)c(Cl)c2)C(=O)Nc2c(Cl)cccc21 (configuration not stated)	7.2	2	7.4	0.1	.	-5	-0.4	-0.4	1	0	6
33	Fc1ccc(-c2csc(N3CCC(c4ccccc4)C3)n2)cc1 (configuration not stated)	7.3	-5	4.8	1.4	2.2	6	1.4	-0.8	1	1	-2
34	O=C(CSc1ccc2nnc(-c3cccs3)n2n1)N1CCCC1	-0.8	-2	-0.1	0.3	-1.1	0	-0.7	-0.2	-7	-13	6
35	NC(=S)N/N=C/c1ccc2ccccc2c1	1.7	5	4.3	-0.4	0.1	17	-0.1	-1.3	0	2	5
36	CCC(=O)N1CCn2c1nc1ccccc12	2.4	-6	0.6	1.0	0.4	5	-0.2	-1.5	0	0	2
